Rpn11 inh: inhibitors of human proteasome Rpn11 | human 26S proteasome, Ub4-pepOG fluorescence polarization; 20S core pre-blocked with epoxomicin | calls only at 20 µM | 360,000 compounds, 0.59% hits;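 active means inhibition at 20 µM, scaled to each plate's controls, above about 33%, limit read from the data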
Target sequence (O00487 whole entry, looked up): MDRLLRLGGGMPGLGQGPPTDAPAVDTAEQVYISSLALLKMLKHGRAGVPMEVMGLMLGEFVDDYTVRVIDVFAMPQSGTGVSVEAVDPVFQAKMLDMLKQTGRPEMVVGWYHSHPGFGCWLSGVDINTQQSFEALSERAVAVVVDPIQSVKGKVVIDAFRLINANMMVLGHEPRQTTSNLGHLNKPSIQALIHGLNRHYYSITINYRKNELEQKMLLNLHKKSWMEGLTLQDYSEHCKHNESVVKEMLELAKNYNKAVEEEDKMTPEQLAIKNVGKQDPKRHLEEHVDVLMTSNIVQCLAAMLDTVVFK
Rin1-Abl PPI inh: blocks binding of human Rin1 to Abl; P00519+Q13671; TR-FRET Rin1/Abl binding, biochemical; inhibition, % at 7.35 µM; 360,000 compounds, 0.4% hits; AID 588664; in the data active means inhibition above about 5%, passing the limit was not always enough
MT1-MMP act inh: MT1-MMP (human) activation inhibition | P50281 | AID 651647 | GFP/RFP ratio change, % at 20 µM | HT1080 RFP-PRO-GFP cells, GFP/RFP ratio fluorescence, overnight; percent of plate control window, DMSO zero | 360,000 compounds, 0.061% hits;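 active means GFP/RFP ratio change of at least 30% with cell ATP level not reduced by more than half and red fluorescence within 50% of control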; further: strong numbers were not always called active
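Material – HT1080 RFP-PRO-GFP cells · Control set – DMSO wells and RFP-L50D-GFP cells · Incubation – overnight cell settling, then overnight compound exposure, 37 °C, 5% CO2 · Compound dosing – single-point 20 µM compound, 1% DMSO · Read-out – GFP/RFP fluorescence ratio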
MsrA act: bovine methionine sulfoxide reductase A activation; purified bovine MsrA, absorbance read-out; activation, % at 10.6 µM; 360,000 compounds, 0.3% hits; in the data active means activation above about 7.5%;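 further: 0% = vehicle and 100% = reference activator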
FAS TE block: inhibitors of human fatty acid synthase thioesterase domain. P49327. recombinant FAS-TE, OMFH fluorogenic substrate, fluorescence endpoint. inhibition, % at 15 µM. 360,000 compounds, 0.67% hits;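 active means compounds whose normalised, plate-corrected inhibition of enzyme fluorescence in the single-dose primary screen is 50% or more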;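 further: 0% = DMSO with enzyme and 100% = substrate without enzyme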
MsrA inh: bovine MsrA inhibition; purified bovine MsrA, absorbance read-out; 360,000 compounds, 0.75% hits; inhibition, % at 15.5 µM; in the data active means inhibition above about 4.5%;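 further: 0% = vehicle wells with enzyme and 100% = reference inhibitor wells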
eLon inh: inhibits E. coli Lon protease; inhibition, % at 7.94 µM; AID 602123; purified E. coli Lon protease, fluorescence polarization; 360,000 compounds, 0.42% hits; P0A9M0; in the data active means inhibition above about 13%, passing the limit was not always enough;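 further: 0% = enzyme with probe and DMSO and 100% = no enzyme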
CSN inh: CSN deneddylation inhibition | inhibition, % at 12.5 µM | 360,000 compounds, 0.38% hits | Q92905 | Purified CSN, SCF-Nedd8-OG deneddylation, fluorescence polarization;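 active means pattern-corrected inhibition above about 35%, with an unprinted fluorescence ratio check between 0.5 and 1.5, limit read from the data, passing the limit was not always enough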;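 further: 0% = enzyme with substrate and 100% = substrate without enzyme; some results filed as inactive read as strong as hits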
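Material: purified human Csn5 enzyme expressed in HEK293T cells / Medium: Tris buffer pH 7.5, NaCl, DTT, Tween-20, trehalose, ovalbumin / Compound dosing: 12.5 µM single point / Schedule: 90 min incubation of compound, enzyme and substrate at room temperature / Signal: fluorescence polarization of the substrate / Control set: no-enzyme wells high, enzyme-with-substrate wells low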
PABP1 MLLE inh: blocks PAM2 peptide binding to the PABP1 MLLE domain; inhibition, % at 20 µM; AID 588489; GST-MLLE / FITC-PAM2 fluorescence polarization; 360,000 compounds, 0.36% hits; in the data active means inhibition above about 35%, passing the limit was not always enough;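 further: plate controls were DMSO wells with GST-MLLE for no effect and wells lacking GST-MLLE protein for full effect; some results filed as inactive read as strong as hits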
Target sequence (P11940 whole entry, looked up, the tested form may be a part): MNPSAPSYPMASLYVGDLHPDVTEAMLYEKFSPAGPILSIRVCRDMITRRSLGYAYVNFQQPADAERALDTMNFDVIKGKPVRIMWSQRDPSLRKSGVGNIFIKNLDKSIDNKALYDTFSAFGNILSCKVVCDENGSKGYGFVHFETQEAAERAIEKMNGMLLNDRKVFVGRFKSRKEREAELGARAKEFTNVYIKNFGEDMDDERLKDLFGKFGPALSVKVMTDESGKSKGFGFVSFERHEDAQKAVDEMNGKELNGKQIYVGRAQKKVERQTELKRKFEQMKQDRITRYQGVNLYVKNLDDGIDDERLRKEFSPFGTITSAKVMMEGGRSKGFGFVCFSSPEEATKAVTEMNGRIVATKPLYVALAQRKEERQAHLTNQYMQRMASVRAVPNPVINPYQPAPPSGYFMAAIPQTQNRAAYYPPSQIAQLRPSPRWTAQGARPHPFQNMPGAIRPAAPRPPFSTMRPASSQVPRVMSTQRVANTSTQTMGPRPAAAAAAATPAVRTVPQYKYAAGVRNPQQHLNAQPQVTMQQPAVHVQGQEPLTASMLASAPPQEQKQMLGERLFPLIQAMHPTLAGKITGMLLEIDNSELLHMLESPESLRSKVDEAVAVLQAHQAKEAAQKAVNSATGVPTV
* = called active by the depositor; i = inactive; . = not tested or not shown.

SMILES | Rpn11 inh | Rin1-Abl PPI inh | MT1-MMP act inh | MsrA act | FAS TE block | MsrA inh | eLon inh | CSN inh | PABP1 MLLE inh
CSc1ccc(S(=O)(=O)NC2CC3CCC2C3)cc1 (centres undefined) | i | 2 | 13 | -3 | 6 | 0.4 | 0 | 1 | -12
CCc1cc2cc(C)c(C)cc2nc1SCC(=O)Nc1cc(C)on1 | i | -2 | 0 | -3 | 0 | -0.3 | -3 | -2 | 5
Cc1cc(C(=O)COC(=O)c2ccc3c(c2)NC(=O)CS3)c(C)n1CCc1ccc(Cl)cc1 | i | 2 | 0 | -10 | -1 | 2.4 | -3 | -10 | -4
COCCNc1nnc(SCC(=O)Nc2cc(-c3ccccc3)nn2-c2ccccc2)s1 | i | -2 | -1 | 3 | -6 | 1.3 | 4 | -5 | -46
COc1cc(CNC(=O)c2cc(-c3cc(F)ccc3OCC3CCCO3)n[nH]2)cc(OC)c1 (centres undefined) | i | -1 | 4 | -1 | 14 | -1.8 | -7 | -5 | -9
Cc1cccc(NC(=O)C2CCN(C(=O)c3ccco3)CC2)c1C | i | 0 | -1 | -9 | -5 | -0.8 | 8 | 5 | 8
CS(=O)(=O)N(CC(=O)Nc1ccc(S(=O)(=O)N2CCCC2)cc1)c1ccccc1F | i | 6 | 4 | -4 | -5 | -0.4 | -7 | 2 | -6
COc1ccc(Cl)cc1C(=O)NNC(=O)CSc1nnc2ccccn12 | i | -1 | -4 | -8 | -3 | 0.8 | -2 | 2 | -1
CCC(=O)N1CCCC(C(=O)c2ccc(-c3ccccc3)cc2)C1 (centres undefined) | i | -1 | 0 | -4 | 4 | -0.9 | -4 | -6 | -11
COc1ccc(CCC(=O)N2CCCSC2=Nc2ccc(C(C)=O)cc2)cc1 | i | -2 | -9 | -4 | 7 | 0.9 | -5 | -2 | -13
Cc1cc(C(=O)OCC(=O)Nc2ccc(S(=O)(=O)N3CCOCC3)cc2)c(C)o1 | i | -3 | 0 | -2 | -6 | 0.8 | -5 | -5 | -6
Oc1c(Cl)cc(Cl)cc1/C=C/c1ccc2cccc(O)c2n1 | . | -3 | -96 | -3 | 13 | 3.3 | -127 | 32 | -36
CCN(Cc1ccccc1)S(=O)(=O)c1ccc(C(=O)Nc2nnc(C3CC3)o2)cc1 | i | -4 | -6 | 0 | 8 | 0.9 | 5 | 0 | -8
O=C(COC(=O)c1n[nH]c2ccccc12)NC(=O)NC12CC3CC(CC(C3)C1)C2 | i | -7 | 1 | 0 | -2 | 0.2 | 0 | 5 | -4
Cc1nn(CC(=O)NCc2ccc(Cl)cc2)c(C)c1[N+](=O)[O-] | i | 0 | 5 | -3 | 8 | -1.3 | -13 | -6 | 6
Cc1cc(-n2c(SCC(=O)NCc3cccs3)nc3n[nH]c(C)c3c2=N)ccc1Cl | i | -26 | 18 | -4 | -2 | -1.1 | -2 | 6 | -3
Cc1ccc2c(c1)N(C(=O)CCC(=O)N1CCN(c3ccccn3)CC1)CC(C)O2 (centres undefined) | i | -2 | 2 | -1 | 5 | 0.4 | -4 | 0 | 18
COc1ccc(-n2cc(CNCCc3nc(C)cc(C)n3)c(-c3ccccc3Cl)n2)cc1 | i | -2 | -5 | 1 | -4 | -0.3 | 1 | 5 | 18
O=c1n(Cc2ccccc2)c2cc(Cl)cnc2n1Cc1ccccc1 | i | -2 | -4 | -2 | 18 | -0.6 | 5 | 1 | -2
Cc1ccc(N2CCN(C(=O)c3ccccc3NC(=O)c3ccccc3C(=O)O)CC2)cc1 | i | -2 | -2 | -1 | -9 | 2.3 | 4 | 3 | -5
CCN(C(=O)CN1C(=O)S/C(=C\c2ccc(F)cc2)C1=O)C1CCS(=O)(=O)C1 (centres undefined) | i | 1 | 3 | -4 | -1 | 3.8 | -9 | -6 | 16
CCn1c(/C=C/c2ccccc2F)nc2ccccc2c1=O | i | -2 | 1 | -8 | 12 | 2.5 | 3 | 0 | 5
Cc1cnn(-c2ccc3nnc(-c4ccc(Br)cc4)n3n2)c1 | i | 6 | -7 | -14 | -4 | -0.1 | -2 | -1 | 5
Cc1ccc(C(=O)Nc2ccncc2)cc1[N+](=O)[O-] | i | 0 | 2 | -3 | 0 | 2.5 | -3 | -2 | 7
C[C@@H]1CN([C@H](C)CO)C(=O)CCCn2nncc2CO[C@@H]1CN(C)S(=O)(=O)c1cccc(C#N)c1 | i | 0 | 1 | 0 | -9 | 0.5 | 5 | -4 | 18

Four neighbouring entries out of the list so far:
SMILES | Rpn11 inh | Rin1-Abl PPI inh | MT1-MMP act inh | MsrA act | FAS TE block | MsrA inh | eLon inh | CSN inh | PABP1 MLLE inh
CCn1c(/C=C/c2ccccc2F)nc2ccccc2c1=O | i | -2 | 1 | -8 | 12 | 2.5 | 3 | 0 | 5
Cc1cnn(-c2ccc3nnc(-c4ccc(Br)cc4)n3n2)c1 | i | 6 | -7 | -14 | -4 | -0.1 | -2 | -1 | 5
Cc1ccc(C(=O)Nc2ccncc2)cc1[N+](=O)[O-] | i | 0 | 2 | -3 | 0 | 2.5 | -3 | -2 | 7
C[C@@H]1CN([C@H](C)CO)C(=O)CCCn2nncc2CO[C@@H]1CN(C)S(=O)(=O)c1cccc(C#N)c1 | i | 0 | 1 | 0 | -9 | 0.5 | 5 | -4 | 18

(more compounds)
SMILES | Rpn11 inh | Rin1-Abl PPI inh | MT1-MMP act inh | MsrA act | FAS TE block | MsrA inh | eLon inh | CSN inh | PABP1 MLLE inh
CCC(=O)c1ccc(OCCn2cnc3ccccc32)cc1 | i | -1 | -11 | -2 | -4 | -0.1 | 7 | 1 | -4
COc1ccc(CCNC(=O)C(=O)NCc2ccc(C)cc2)cc1OC | i | -2 | 0 | -10 | -6 | . | 4 | -8 | 4
COc1ccc(CNc2nc(NCc3ccc(OC)cc3)n(C(=O)c3ccncc3)n2)cc1 | i | 0 | -6 | -6 | 10 | -0.3 | -3 | 6 | -6
NC(=O)c1nsc(C(=O)N(Cc2ccco2)C(C(=O)NCc2ccc(F)cc2)c2ccc(O)cc2)c1N (centres undefined) | i | -1 | -4 | -1 | 6 | 0.5 | 2 | 1 | -10
Cc1ccc(NC(=O)[C@@H]2CCC(=O)N2C2OC(=O)c3ccccc32)cc1Cl (some centres undefined) | i | -2 | 3 | -2 | 4 | 1.0 | 3 | 2 | -10
CC1CCN(C2CCN(C(=O)c3ccccc3F)CC2)CC1 | i | -2 | -3 | -6 | -6 | -0.8 | 1 | 0 | 2
CCOc1ccccc1NC(=O)CN1C(=O)COc2ccc(C)cc21 | i | -1 | 3 | 1 | 6 | -0.4 | -5 | 3 | -2
COC(=O)CCNc1n[nH]c(=O)[nH]c1=O | i | -2 | 2 | -9 | -3 | 0.9 | -8 | -11 | 19
CCCCN(CC)Cc1ccc(CNC(=O)Nc2ccc(OCC)cc2)o1 | i | 2 | -6 | 4 | -6 | 0.0 | -8 | -1 | 1
Cc1cc(F)c(F)c(C(=O)N2CCN(C)CC2)c1Cl | i | -1 | -4 | -9 | -15 | 0.1 | -9 | 0 | -6
Cc1cc(C)nc(NC(=NCCc2c[nH]c3ccccc23)NC(=O)C(C)(C)C)n1 | i | 1 | 3 | -2 | 33 | -1.8 | 4 | -2 | -8
Cc1ccc(N2CC(C(=O)Nc3cc(C)on3)CC2=O)cc1 (centres undefined) | i | 3 | 2 | -3 | -5 | 0.1 | -1 | 6 | 2
COC(=O)C1C2CC(=O)C(C2)C1C(=O)OC (centres undefined) | i | 2 | 0 | 2 | -6 | -1.6 | 4 | -1 | 6
COc1ccc(C2C=C(C34CC5CC(CC(C5)C3)C4)NC(=S)N2)cc1 (centres undefined) | i | 4 | 0 | -11 | 22 | 1.8 | 5 | 1 | -124
CC1CC(=O)Nc2ccccc2N1C(=O)CN1C(=O)C(=O)N(C)C1=O (centres undefined) | i | 0 | 0 | -2 | -9 | -0.3 | -3 | 1 | -5
O=C(O)CCC(=O)Nc1ccc(NC(=O)c2ccc(Cl)cc2Cl)c(Cl)c1 | i | 4 | -2 | -6 | -6 | -1.2 | -5 | -11 | 11
COC(=O)c1cn(NC(=O)CCC2CCCC2)c(=O)c2ccccc12 | i | -2 | -1 | 1 | 24 | 1.8 | -9 | -3 | 3
COc1ccc(/C=C/c2nnc(NC(=O)C(C)C)s2)cc1 | i | 0 | 0 | -3 | -7 | 3.8 | -12 | 0 | -3
O=C(O)c1cc(S(=O)(=O)Nc2cc(Cl)ccc2Oc2ccccc2)ccc1O | i | 2 | -3 | -3 | 3 | 0.1 | 3 | 0 | 3
N#Cc1ccc(NC(=O)CCc2nc3ccccc3s2)cc1 | i | 0 | 0 | -2 | -3 | -0.4 | 4 | 4 | 10
COc1cc(CNCc2ccc(SC)cc2)cc(OC)c1 | i | 3 | -2 | 4 | -2 | -1.4 | -17 | 3 | 2
O=C1C=C(c2ccc3c(c2)oc2ccccc23)C[C@@H](c2ccc(Cl)cc2)C1 | i | 3 | 4 | -2 | 32 | 0.2 | -17 | 0 | -7
Cc1ccccc1Oc1ccccc1N | i | 1 | 1 | -12 | -6 | 1.1 | -4 | -5 | 7
c1ccc(CCc2cn(C[C@H]3CC[C@@H]([C@@H]4CC[C@H](Cn5cc(CCc6ccccc6)nn5)O4)O3)nn2)cc1 | i | 2 | 1 | -6 | -8 | -1.0 | 10 | 3 | 0
CC(C)NC(=O)NS(=O)(=O)c1cnccc1N1CCCCC1 | i | -3 | -2 | -1 | -7 | 0.7 | 3 | -3 | 12

Continued:
SMILES | Rpn11 inh | Rin1-Abl PPI inh | MT1-MMP act inh | MsrA act | FAS TE block | MsrA inh | eLon inh | CSN inh | PABP1 MLLE inh
CCN=C(Nc1cccc(F)c1)SC1CC(=O)N(c2ccc(OC)cc2)C1=O (centres undefined) | i | -1 | 11 | -2 | 18 | 0.1 | 3 | 1 | 32
Cc1ccc(-n2nnnc2SCC(=O)Nc2cccc(NC(=O)c3ccco3)c2)cc1C | i | 3 | 6 | -11 | 14 | 0.1 | -3 | -5 | -3
O=C1[C@@H]2CSCN2C(=O)CN1Cc1cccc(C(F)(F)F)c1 | i | -1 | 2 | 0 | -4 | -0.2 | -2 | 3 | 8
CC1CCN(CCNC(=O)C2CCCN(S(=O)(=O)c3cccc4nsnc34)C2)CC1 (centres undefined) | i | 2 | -6 | -11 | -9 | 1.9 | 3 | 2 | 3
Cc1cccc(OC(=O)c2cccnc2)c1 | i | -1 | -3 | -3 | -4 | . | -6 | 1 | -4
CS(=O)(=O)c1ccc(Cl)c(NC(=O)COC(=O)CCCN2C(=O)c3cccc4cccc(c34)C2=O)c1 | i | -1 | 1 | 3 | 9 | -0.1 | -10 | -2 | 9
O=C(CCNS(=O)(=O)c1ccc(Br)cc1)NCc1cccs1 | i | 1 | -1 | -2 | -2 | 0.5 | 0 | -1 | 4
Cc1ccccc1N1CCN(C2CCCN(C(=O)c3cc(C(C)C)[nH]n3)C2)CC1 (centres undefined) | i | -2 | 4 | 0 | -2 | -0.5 | 0 | 0 | -1
Cc1c(N2C(=O)CSC23C(=O)Nc2ccccc23)c(=O)n(-c2ccccc2)n1C (centres undefined) | i | 1 | -1 | -2 | -4 | -0.7 | 1 | 8 | 4
c1ccc(Sc2ncnc3ccccc23)cc1 | i | -1 | -3 | -10 | 5 | 1.2 | 2 | 4 | 8
COC(=O)C1CCCCN1C(=O)c1ccc2oc(C(C)C)nc2c1 (centres undefined) | i | -1 | 2 | -8 | 0 | 0.5 | -1 | 5 | 6
Cc1c(C)c2ccc(OS(C)(=O)=O)cc2oc1=O | i | -2 | 3 | -2 | -3 | 0.0 | -3 | -1 | -3
CC1(c2ccc(Cl)cc2Cl)NC(=O)N(CC(=O)Nc2ccc3[nH]c(=O)[nH]c3c2)C1=O (centres undefined) | i | 4 | 2 | 0 | -4 | -0.3 | -18 | -5 | -9
